Screens deposited in PubChem by several laboratories.
Abs 340nm: compound light absorbance at 340 nm, profiling panel, artefact control, biochemical, MLSMR library, data from PS, PMK, MK assays. compound absorbance at 340 nm, fold over control. AID 708, 2007. 65,000 tested, under 10 active. fold change at 10 µM;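 active = at 10 µM dose, initial 340 nm absorbance at least 2 fold that of control wells; inactive = change under 2 fold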;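 note: initial absorbance extrapolated from kinetic A340 decline of NADH oxidation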
5HT1E antag: 5-HT1E receptor antagonists, primary screen, cell-based, HTS | 5-hydroxytryptamine receptor 1E (Homo sapiens), P28566 | CHO 5-HT1E Ga15 NFAT-bla reporter, FRET, antagonist | inhibition, % at 6 µM | actives 0.99% (n = 65,000) | AID 571, 2007;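 active = inhibition above a set limit, the mean inhibition across every tested compound plus 3 SD, cut at about 29% in these data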;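 note: signal is the 460 over 535 nm emission ratio of beta-lactamase substrate; 0% = agonist plus DMSO wells and 100% = wells without agonist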
Target sequence (P28566 whole entry, looked up): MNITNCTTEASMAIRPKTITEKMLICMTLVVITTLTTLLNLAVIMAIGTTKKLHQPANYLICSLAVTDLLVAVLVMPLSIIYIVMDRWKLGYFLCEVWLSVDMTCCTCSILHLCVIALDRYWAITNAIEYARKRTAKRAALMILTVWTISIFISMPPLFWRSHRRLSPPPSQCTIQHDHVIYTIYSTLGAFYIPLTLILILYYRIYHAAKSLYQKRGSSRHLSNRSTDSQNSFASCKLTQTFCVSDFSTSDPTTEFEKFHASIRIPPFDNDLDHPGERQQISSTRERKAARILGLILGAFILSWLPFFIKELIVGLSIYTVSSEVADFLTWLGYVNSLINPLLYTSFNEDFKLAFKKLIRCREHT
Her2 expr inh: inhibitors of Her2 protein expression, primary screen, SKBR-3 cells, AlphaScreen, 66K library; HER2 level % of control, % at 10 µM; AID 645, 2007; SKBR-3 HER2 protein level, 18-24 h; stronger effect = lower value; actives 0.69% (n = 65,000); Receptor tyrosine-protein kinase erbB-2 (Homo sapiens), P04626;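 active = HER2 level under 5% of the carrier-only control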;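 note: 100% = DMSO carrier and 0% = 500 nM PU-H71 HSP90 inhibitor; lower value means stronger loss of Her2 protein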
S1P1 ag-PAM: S1P1 agonists and agonism potentiators, primary screen, cell-based, primary and confirmation screens, CRE-bla reporter | Sphingosine 1-phosphate receptor 1 (Homo sapiens), P21453 | S1P1 CRE-bla cells, forskolin, beta-lactamase FRET, potentiator mode; S1P1 agonist co-added at EC20, 2 nM; 100% = saturating reference agonist, 0% = basal | activation, % at 9.5 µM | actives 0.57% (n = 56,000) | AID 449, 2006;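 active = activation above a cutoff set at the mean activation of all tested compounds plus 3 SD, cut at about 54% in these data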;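 note: forskolin at 4 µM as EC80 and the EC20 agonist is SEW2871; 100% = SEW2871 at its EC100 plus forskolin at EC80; some compounds past the cut are filed as inactive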
Autofluor 339: intrinsic fluorescence of library compounds, ex339/em460 – biochemical, MLSMR library, data from DPM-DC assay, artefact control, profiling panel; fluorescence fold increase at 10 µM; actives 5.5% (n = 65,000); compound autofluorescence, ex339/em460 nm, NADH buffer; stronger effect = higher value; 1 = no-compound wells, NADH background; AID 709, 2007;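 active = at 10 µM, mean starting fluorescence two-fold or more over control wells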;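 note: signal is the first read of a kinetic run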
MMP13 inh: human MMP13 inhibitors, primary screen, biochemical, FRET peptide cleavage; actives 0.07% (n = 65,000); AID 570, 2006; Collagenase 3 (Homo sapiens), P45452; inhibition, % at 4 µM; MMP-13 fTHP FRET cleavage, Mca fluorescence;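 active = inhibition above the mean of compound-free control plate wells plus 3 SD, cut at about 14% in these data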;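 note: 0% = DMSO wells and 100% = wells with reference MMP-13 inhibitor after basal subtraction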
S1P3 ag: human S1P3 receptor agonists, primary screen, cell-based, primary and confirmation, NFAT-BLA reporter; Sphingosine 1-phosphate receptor 3 (Homo sapiens), Q99500; S1P3 NFAT-BLA reporter cells, agonism, FRET ratio; relative to 1 µM S1P, basal subtracted; actives 0.1% (n = 60,000); activation, % at 4.5 µM; AID 373, 2006;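 active = activation above the screen-wide mean plus 3 SD, cut at about 4.5% in these data, passing the limit was not always enough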; note: some compounds called inactive have numbers as strong as hits
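Material: Human S1P3 NFAT-BLA reporter CHO cells | Incubation: Overnight plating, 4 h compound 37 °C, 2 h substrate RT | Signal: FRET β-lactamase substrate fluorescence, excitation 405 nm, 460/535 nm emission ratio, background-subtracted | Compound: 4.5 µM final, single dose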
5HT1a antag: human 5-HT1a receptor antagonists, primary screen, cell-based, CHO, Ga15 NFAT-bla reporter | 5-hydroxytryptamine receptor 1A (Homo sapiens), P08908 | CHO 5-HT1a Ga15 NFAT-bla reporter, antagonist mode | inhibition, % at 10 µM | actives 0.68% (n = 62,000);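 active = inhibition above the mean of all tested compounds plus 3 SD, cut at about 43% in these data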;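 note: receptor stimulated by 5-CT agonist at 100 nM near EC80; beta-lactamase reporter measured by ratiometric fluorescence of a cleavable substrate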
Target sequence (P08908 whole entry, looked up): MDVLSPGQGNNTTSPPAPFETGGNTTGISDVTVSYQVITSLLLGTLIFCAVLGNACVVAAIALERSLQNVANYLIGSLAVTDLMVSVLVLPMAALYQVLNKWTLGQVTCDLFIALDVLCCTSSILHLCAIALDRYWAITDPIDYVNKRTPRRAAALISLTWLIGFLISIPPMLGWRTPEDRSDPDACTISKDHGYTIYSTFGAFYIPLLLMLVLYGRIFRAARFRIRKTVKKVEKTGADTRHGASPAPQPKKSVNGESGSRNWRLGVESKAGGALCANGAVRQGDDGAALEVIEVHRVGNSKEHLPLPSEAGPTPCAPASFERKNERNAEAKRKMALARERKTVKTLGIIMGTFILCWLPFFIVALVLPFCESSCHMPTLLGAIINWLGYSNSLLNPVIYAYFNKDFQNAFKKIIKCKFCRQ
5HT1E ag: 5-HT1E receptor agonists, primary screen, cell-based, HTS | 5-hydroxytryptamine receptor 1E (Homo sapiens), P28566 | CHO 5-HT1E Ga15 NFAT-bla reporter, FRET; 0% DMSO wells, 100% control agonist wells | activation, % at 6 µM | actives 0.69% (n = 65,000);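 active = activation above a set limit, the screen-wide mean activation plus 3 SD, cut at about 8.5% in these data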;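 note: 100% = positive control agonist at 1 µM giving full maximal response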
An asterisk follows results filed as active; · = not tested or not shown; [ ] = dose if it differs, or a comment. The order is random; any-hit rate near 8.5%.

Abbreviations: A = Abs 340nm; B = 5HT1E antag; C = Her2 expr inh; D = S1P1 ag-PAM; E = Autofluor 339; F = MMP13 inh; G = S1P3 ag; H = 5HT1a antag; I = 5HT1E ag
> CC(C)(C)NC(=O)C(c1ccc(F)cc1)N(Cc1ccco1)C(=O)c1csnn1 (configuration not stated)
  A: 1; B: 9; C: 59; D: -14; E: 1.1; F: 1; G: 0.5; H: 15; I: 0.2

> Clc1cccc(Nc2c3c(nc4ncnn24)CCC3)c1
  A: 0.99; B: 9; C: 108; D: -15; E: 1; F: 3; G: 0.4; H: 0; I: 1.0

> Cc1ccc(-n2nnnc2SCC(=O)Nc2c(C)n(C)n(-c3ccccc3)c2=O)cc1
  A: 0.99; B: -2; C: 72; D: -9; E: 1; F: 4; G: -0.7; H: 4; I: -0.2

> C=C(C)CSc1nnc([C@H](CCSC)NC(=O)OC(C)(C)C)o1
  A: 1; B: -1; C: 57; D: -13; E: 1.1; F: 1; G: -0.7; H: 4; I: 0.8

> COc1ccc(Nc2nc(OC)nc(N3CCN(c4ccc(OC)cc4)CC3)n2)cc1
  A: 0.99; B: -5; C: 85; D: -26; E: 0.97; F: -4; G: -0.5; H: -1; I: -0.3

> COc1ccc(-c2nc3c(n2O)CCCC3=O)cc1OC
  A: 1.1; B: -17; C: 97; D: -2; E: 3.5*; F: -11; G: -1.0; H: -8; I: -0.4

> CCOc1ccc2[nH]c(=O)c(C(c3nnnn3C3CCCCC3)N3CCN(C)CC3)cc2c1 (configuration not stated)
  A: 1; B: -5; C: 99; D: -4; E: 4.4*; F: -49; G: 0.6; H: -1; I: -0.3

> O=C(O)c1cccc(COc2ccc(CO)cc2Cl)c1
  A: 1; B: 8; C: 117; D: ·; E: 1.1; F: 5; G: -0.8; H: 4; I: -1.0

> Cc1ccc(C2C3=C(CC(C)(C)CC3=O)N(CCN3CCOCC3)C3=C2C(=O)CC(C)(C)C3)cc1
  A: 0.99; B: 0; C: 98; D: -61; E: 3.8*; F: -71[fluorescence artefact?]; G: 0.8; H: 2; I: 4.3

> CC(C)NC(=O)c1c(O)c2ccccc2[nH]c1=O
  A: 1; B: 4; C: 54; D: -21; E: 1.1; F: -10; G: 0.5; H: -5; I: 0.5

> C/C(=C\C(=O)c1cccnc1)Nc1ccc(C)c(C)c1
  A: 1.1; B: -1; C: 175; D: -11; E: 1; F: 2; G: -1.4; H: 6; I: -0.1

> O=C(Nc1ccc2c(c1)OCO2)C1CCN(S(=O)(=O)Cc2ccccc2)CC1
  A: 1; B: 6; C: 106; D: 4; E: 1; F: -1; G: -0.8; H: 13; I: -0.1

> CCCS(=O)(=O)N1CCCC(C(=O)N2CCN(c3ccccn3)CC2)C1 (configuration not stated)
  A: 0.98; B: 2; C: 105; D: -29; E: 1.2; F: -15; G: 0.0; H: -3; I: 2.4

> CCOC(=O)c1ccc(CNS(=O)(=O)c2c(C)ccc3nsnc23)o1
  A: 1; B: -4; C: 69; D: -14; E: 1.1; F: 6; G: -0.1; H: 4; I: -1.8

> CC(=O)N1CCN(c2ccc(NCc3cccs3)cc2)CC1
  A: 1; B: -4; C: 111; D: ·; E: 1.1; F: 2; G: -0.9; H: -9; I: 1.4

> C=CCn1c(-c2cc(OC)c(OC)c(OC)c2)n[nH]c1=S
  A: 1.1; B: 10; C: 95; D: -8; E: 1.2; F: -6; G: -1.5; H: 14; I: 0.0

> c1ccc(-n2nnnc2Sc2n[nH]c(-c3ccncc3)n2)cc1
  A: 0.97; B: 9; C: 99; D: 1; E: 1.1; F: 8; G: -1.1; H: 0; I: 0.4

> CCOC(=O)c1sc(NC(=O)CSc2nnc(-c3ccc(OC)cc3)n2CCOC)nc1C
  A: 1; B: 8; C: 141; D: -18; E: 1; F: -1; G: -0.5; H: -7; I: -0.1

> CN(CCNC(=O)C1CC(=O)N(c2ccc(F)c(Cl)c2)C1)Cc1ccccc1 (configuration not stated)
  A: 1; B: 3; C: 92; D: 15; E: 1.1; F: 1; G: -0.6; H: 4; I: -0.5

> COc1cccc(OC)c1C(=O)N1CCN(Cc2ccccc2C)CC1
  A: 1; B: -10; C: 130; D: -10; E: 0.85; F: 4; G: -1.7; H: 6; I: 0.9

> COc1ccc(OC)c(-c2csc3nnc(SCC(=O)Nc4ccc(NC(C)=O)cc4)n23)c1
  A: 1; B: -1; C: 55; D: 0; E: 1.1; F: 2; G: -0.6; H: 4; I: 0.1

> CCOC(=O)C1CCN(C(=O)Nc2ccc(NC(=O)C3CCN(C(=O)OCC)CC3)cc2)CC1
  A: 0.98; B: -1; C: 102; D: -19; E: 1.1; F: 1; G: 0.1; H: -5; I: 0.1

> Cc1cccc(NC(=O)c2cnc3scc(C)n3c2=O)c1
  A: 1.2; B: -22; C: 77; D: -9; E: 1.1; F: 1; G: 0.6; H: -1; I: 1.2

> Cn1c(=O)[nH]c(=O)c2c1nc(N1CCOCC1)n2CC(O)COc1ccccc1 (configuration not stated)
  A: 1; B: -1; C: 116; D: -10; E: 1.2; F: 6; G: -1.1; H: -12; I: -0.7

> Nc1cccc(-c2nc3ccccc3[nH]2)c1
  A: 0.99; B: 7; C: 103; D: -27; E: 2.2*; F: -184[fluorescence artefact?]; G: -0.2; H: 0; I: 0.1

Taken from the results shown, two compounds:
Abbreviations: A = Abs 340nm; B = 5HT1E antag; C = Her2 expr inh; D = S1P1 ag-PAM; E = Autofluor 339; F = MMP13 inh; G = S1P3 ag; H = 5HT1a antag; I = 5HT1E ag
> CC(C)(C)NC(=O)C(c1ccc(F)cc1)N(Cc1ccco1)C(=O)c1csnn1 (configuration not stated)
  A: 1; B: 9; C: 59; D: -14; E: 1.1; F: 1; G: 0.5; H: 15; I: 0.2

> Clc1cccc(Nc2c3c(nc4ncnn24)CCC3)c1
  A: 0.99; B: 9; C: 108; D: -15; E: 1; F: 3; G: 0.4; H: 0; I: 1.0

Continuation.
Abbreviations: A = Abs 340nm; B = 5HT1E antag; C = Her2 expr inh; D = S1P1 ag-PAM; E = Autofluor 339; F = MMP13 inh; G = S1P3 ag; H = 5HT1a antag; I = 5HT1E ag
> CC1(C)CCCC2=C1CC1C(=O)N(Cc3cccnc3)C(=O)C1C2 (configuration not stated)
  A: 1; B: -10; C: -22*; D: -8; E: 1; F: 3; G: -0.7; H: 4; I: 0.7

> Clc1ccc(Cl)c(-c2ccc(/C=N/c3ncn[nH]3)o2)c1
  A: 1; B: 10; C: 77; D: 14; E: 1; F: 0; G: -4.6; H: ·; I: -0.6

> O=C(Nc1ccc2ccccc2c1)N1CCN(c2ncccc2C(F)(F)F)CC1
  A: 0.98; B: -4; C: 130; D: 20; E: 2; F: -40; G: -1.2; H: 20; I: 0.4

> Cn1c(=O)c2c(nc(Br)n2Cc2c(F)cccc2Cl)n(C)c1=O
  A: 1; B: -2; C: 104; D: -14; E: 1.2; F: 1; G: 0.2; H: -11; I: -1.0

> COc1ccc(-n2c(O)c(C=NC3CC3)c(=O)[nH]c2=O)cc1
  A: 1.1; B: 5; C: 95; D: 10; E: 1.1; F: 6; G: -0.5; H: 7; I: 0.0

> O=C(OCc1nc2ccccc2s1)c1cnccn1
  A: 0.97; B: -10; C: 79; D: -13; E: 1.1; F: 1; G: 0.2; H: 14; I: 0.3

> CCCC(C(=O)NCC1CCCO1)N(Cc1ccco1)C(=O)CNS(=O)(=O)c1ccccc1 (configuration not stated)
  A: 0.99; B: 6; C: 104; D: 14; E: 0.9; F: 1; G: 0.4; H: 5; I: -0.1

> CCC(C(=O)N1CCN(S(C)(=O)=O)CC1)c1ccccc1 (configuration not stated)
  A: 1; B: -8; C: 84; D: -9; E: 1; F: -6; G: 0.3; H: -11; I: 0.2

> CCS(=O)(=O)n1nc(-c2ccco2)nc1SC
  A: 1; B: -5; C: 50; D: ·; E: 1; F: -2; G: ·; H: -16; I: 0.9

> O=C(CC1SC2=NCCN2C1=O)Nc1ccc(Br)cc1 (configuration not stated)
  A: 1.1; B: -2; C: 103; D: -8; E: 1.1; F: 1; G: 0.4; H: -8; I: 0.4

> c1ccc(-n2nnnc2Oc2cccc3cccnc23)cc1
  A: 1; B: 9; C: 79; D: 9; E: 1.1; F: 2; G: -2.2; H: 16; I: -1.7

> COc1ccc(N2CCN(C(=O)C3CCN(S(=O)(=O)N4CCOCC4)CC3)CC2)cc1
  A: 1; B: 6; C: 95; D: 17; E: 1.1; F: 5; G: -1.2; H: 5; I: 0.3

> Cc1cccc(-n2c(SCC(=O)N3CCCC3)nnc2-c2ccccn2)c1C
  A: 1; B: 0; C: 70; D: 19; E: 1.1; F: 11; G: -0.5; H: -4; I: -0.2

> CCOC(=O)Cn1c2c(c(=N)c3c1CCC3)CCC2
  A: 1; B: -6; C: 123; D: -26; E: 0.86; F: 5; G: -0.6; H: -6; I: 0.8

> Cc1ccc2[nH]c(=O)c(CN(CCc3ccccc3)Cc3nnnn3CC3CCCO3)cc2c1 (configuration not stated)
  A: 0.99; B: 6; C: 101; D: 16; E: 1.1; F: -7; G: -1.2; H: 6; I: 0.8

> COc1ccccc1NC(=O)c1cc(S(=O)(=O)N2CCC3(CC2)OCCO3)ccc1F
  A: 0.99; B: -11; C: 100; D: ·; E: 1.1; F: 0; G: ·; H: 4; I: 0.7

> O=C(c1coc(=O)c(Br)c1)N1CCOCC1
  A: 1.1; B: -8; C: 112; D: 7; E: 1.9; F: -36; G: -3.3; H: ·; I: -0.1

> Cc1cccc(-n2ncc3c(NCc4ccco4)ncnc32)c1
  A: 1; B: 33*; C: 48; D: -6; E: 1.1; F: -13; G: -2.8; H: ·; I: -0.1

> COC(=O)c1ccc(C)c(NC(=O)c2nn(C)c(=O)c3ccccc23)c1
  A: 1; B: -2; C: 95; D: 0; E: 1.1; F: -1; G: -1.3; H: 2; I: -0.8

Reprinted at random: 3 records from the list, in no set order.
Abbreviations: A = Abs 340nm; B = 5HT1E antag; C = Her2 expr inh; D = S1P1 ag-PAM; E = Autofluor 339; F = MMP13 inh; G = S1P3 ag; H = 5HT1a antag; I = 5HT1E ag
> O=C(c1coc(=O)c(Br)c1)N1CCOCC1
  A: 1.1; B: -8; C: 112; D: 7; E: 1.9; F: -36; G: -3.3; H: ·; I: -0.1

> Cn1c(=O)c2c(nc(Br)n2Cc2c(F)cccc2Cl)n(C)c1=O
  A: 1; B: -2; C: 104; D: -14; E: 1.2; F: 1; G: 0.2; H: -11; I: -1.0

> CCS(=O)(=O)n1nc(-c2ccco2)nc1SC
  A: 1; B: -5; C: 50; D: ·; E: 1; F: -2; G: ·; H: -16; I: 0.9
